# Tat transport: inhibitors of E. coli Tat protein transport. E. coli MC4100 TorA-mCherry Tat export, fluorescence. inhibition, % at 10 µM. actives 0.036% (n = 340,000). AID 488895;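 active = mean replicate inhibition at least 50% and at least half of replicates individually reaching 50%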;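 also: exported cargo escapes ClpAP degradation while cytoplasmic cargo is degraded and loses fluorescence; 0% = median of neutral control wells and 100% = median of NaSCN control wells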
# MITF TRPM1 HTS: increases MITF-driven TRPM1 promoter luciferase signal; SK-MEL-5 TRPM1-promoter luciferase, 24 h; % of positive control, neutral wells = 0; activation, % at 12.5 µM; actives 0.75% (n = 300,000); AID 588334;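 active = mean activation of at least 80% with every replicate also reaching 80%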;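 also: 0% = neutral control wells and 100% = parthenolide positive control wells; values of inactives mirror those of a sister screen read the other way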
# SR-BI DiI-HDL act: enhances SR-BI lipid uptake from DiI-HDL; actives 0.096% (n = 320,000); activation, % at 12.5 µM; AID 504775; CHO ldlA[mSR-BI] cells, DiI-HDL uptake fluorescence, 3 h; 100 = double the neutral-control signal;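 active = mean replicate activation of at least 60% and every replicate at or above 60%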;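 also: 0% = median plate neutral-control signal and 100% = twice that signal; values of inactives mirror those of a sister screen read the other way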
#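 Test system: SR-BI-overexpressing, LDLR-lacking CHO cells; Also added: labelled HDL, 10 µg/mL; Measured by: bottom-read cell fluorescence after medium removal, ex 550/em 595 nm; Timing: 3 h uptake period with compound, 37 °C; Buffer or medium: F12, 0.5% BSA, 25 mM HEPES; Doses: single compound concentration, delivered by pin transfer.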
# Ecoli viability: counter-screen for AddAB inhibitors: E. coli growth inhibition; E. coli V3065 growth, OD600 absorbance, 18 h; actives 0.27% (n = 330,000); inhibition, % at 11.9 µM;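 active = inhibition above the campaign's mean inhibition across all tested compounds plus 3 SD, cut at about 9.9% in these data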;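 also: uninfected addAB+ strain grown without phage in ampicillin broth; 0% = DMSO wells and 100% = ciprofloxacin 0.95 µg/ml wells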
# SR-BI DiI inh: mouse SR-BI HDL lipid transfer inhibition | ldlA[mSR-BI] CHO cells, DiI-HDL uptake fluorescence, 3 h | inhibition, % at 12.5 µM | actives 0.96% (n = 320,000) | AID 488896;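 active = mean replicate inhibition of at least 70% and a set share of replicates each scoring 70 or more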;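 also: 0% = median of neutral control wells and 100% = median of positive control wells; values of inactives mirror those of a sister screen read the other way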
# Target sequence (Q61009 whole entry, looked up): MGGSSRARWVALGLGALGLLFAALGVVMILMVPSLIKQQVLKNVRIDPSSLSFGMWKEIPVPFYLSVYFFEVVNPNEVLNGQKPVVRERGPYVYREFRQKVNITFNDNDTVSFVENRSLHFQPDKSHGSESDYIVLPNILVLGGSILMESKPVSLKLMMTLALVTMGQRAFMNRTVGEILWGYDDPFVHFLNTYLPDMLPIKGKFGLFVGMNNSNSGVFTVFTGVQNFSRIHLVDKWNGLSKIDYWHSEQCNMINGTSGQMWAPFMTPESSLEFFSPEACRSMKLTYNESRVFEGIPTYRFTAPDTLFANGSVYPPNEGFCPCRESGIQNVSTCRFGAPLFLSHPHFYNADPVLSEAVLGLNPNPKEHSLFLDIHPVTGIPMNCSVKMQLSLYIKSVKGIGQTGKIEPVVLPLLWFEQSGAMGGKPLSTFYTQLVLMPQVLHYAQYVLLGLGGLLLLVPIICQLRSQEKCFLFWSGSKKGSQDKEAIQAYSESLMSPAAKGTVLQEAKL
# CAL PDZ FP-1: blocks peptide binding to human CAL PDZ domain | Q9HD26 | purified CAL PDZ, TMR-peptide fluorescence polarization, 1 h | inhibition, % at 20 µM | actives 0.02% (n = 330,000) | AID 504414;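 active = highest replicate inhibition of at least 40%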;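 also: plate controls were DMSO neutral control wells for no effect and unlabeled competitor peptide control wells for full effect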
#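 Control set: unlabelled peptide and DMSO controls / Material: purified CerCALP PDZ construct / Timing: 1 h incubation at room temperature before polarization reading / Doses: 20 µM, one dose / Detection: fluorescence polarization (mP)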
# CAL PDZ FP-2: CAL PDZ (human) peptide binding inhibition. Q9HD26. purified CAL PDZ, TMR-peptide fluorescence polarization, 1 h. inhibition, % at 24.9 µM. actives 0.92% (n = 300,000). AID 602252;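 active = mean inhibition of at least 30% with at least half of replicates also reaching 30%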;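 also: 0% = DMSO neutral control and 100% = excess unlabeled competitor peptide PRC23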
# AddAB inh: less growth of phage-infected E. coli with AddAB; AID 435030; inhibition, % at 11.9 µM; E. coli expressing H. pylori AddAB, absorbance growth; actives 0.29% (n = 330,000); in the data active = inhibition above about 12%;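 also: 0% = vehicle wells of infected cells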
# phage Ecoli inh: E. coli growth loss with phage present; actives 0.26% (n = 360,000); growth absorbance; AID 651602; inhibition, % at 11.9 µM; in the data active = inhibition above about 11%
# Wnt act: activators of Wnt/beta-catenin signaling; Wnt/beta-catenin reporter cell assay, activator, plate reader; activation, % at 9.35 µM; actives 1.2% (n = 300,000); AID 743398; in the data active = activation above about 30%, passing the limit was not always enough;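 also: 0% = neutral control wells and 100% = positive control wells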
# An asterisk follows results filed as active; · = no result given; & = joins results of further samples. Rows are unselected. About 3.6% of those tested had a hit in this group.
SMILES	Tat transport	Wnt act	CAL PDZ FP-2	SR-BI DiI-HDL act	SR-BI DiI inh	MITF TRPM1 HTS	AddAB inh	Ecoli viability	CAL PDZ FP-1	phage Ecoli inh
O=C(CN1C2CCC1CC(NC(=O)C1CC1)C2)NCc1ccccc1 (stereo not drawn)	8	2	0	5	-5	·	-1.1	0.1	·	3.1
O=C(COC(=O)CCc1c[nH]c2ccccc12)NCc1ccc(Cl)cc1	-7	-4	-5	5	-5	0	-2.2	-2.2	0.0	1.2
Cc1cc(NC(=O)Cn2cnc3sc(C)c(C)c3c2=O)no1	·	-1	·	·	·	·	0.7	-1.0	·	3.0
O=C(CSc1nnc(COc2ccc(Cl)cc2Cl)o1)Nc1ccccn1	1	3	-4	12	-12	4	3.5	0.0	-1.5	1.0
COc1ccc(C(=O)Nc2ccc(N3CCCC3)cc2)cc1	0	-2	0	-53	53	·	1.2	-2.4	-0.1	-0.9
CC1=CC(=O)c2ccccc2C1=O	-2&-1	2&1	-4&-4	-2&37	2&-8	-43&-29	-0.8&-0.8	0.0&0.3	0.7&-0.8	0.1&2.7
O=C(c1ccc(S(=O)(=O)N2CCOCC2)cc1)N1CCN=C1SCc1cccnc1	0	·	2	16	-16	1	-1.9	-1.6	-1.4	0.2
CCc1nc2oc3cc(OC)ccc3c(=O)c2c(=O)n1Cc1ccccc1	-8	-3	·	-14	14	10	0.6	0.8	-3.8	·
CCc1c(C)nc2ncnn2c1N1CCC(C(=O)NCc2cccc(OC)c2)CC1	6	-2	·	-13	13	-13	-0.5	-1.6	0.1	2.9
C=CCn1c(N)c(C(=O)N2CCN(C)CC2)sc1=S	7	·	-3	19	-19	16	1.3	1.2	-2.6	3.7
N#Cc1ccccc1OCC(=O)NCC(c1cccs1)N1CCOCC1 (stereo not drawn)	7	-3	0	-1	1	-7	-1.8	0.2	-1.5	0.7
CCCCc1n[nH]c(=S)n1Cc1ccc(Cl)cc1	1	-4	-1	11	-11	-2	0.5	-0.3	-2.1	3.5
O=C(NC(Cc1c[nH]c2ccccc12)C(=O)N/N=C/c1ccc(Cl)cc1)c1cccs1 (stereo not drawn)	-1	-13	-6	-44	44	-21	4.0	-0.6	-0.4	4.4
C[C@H](NC(=O)c1nc[nH]c1C(=O)NCCCCCN)C(=O)OC(C)(C)C	-3	1	-2	5	-5	5	2.1	0.0	0.2	1.6
O=C(c1cccnc1)N1CCN(c2ccc(Cl)cc2)CC1	3	·	-4	25	-25	2	1.0	0.1	-0.1	0.8

# A section taken from the entries so far, for reference:
SMILES	Tat transport	Wnt act	CAL PDZ FP-2	SR-BI DiI-HDL act	SR-BI DiI inh	MITF TRPM1 HTS	AddAB inh	Ecoli viability	CAL PDZ FP-1	phage Ecoli inh
O=C(COC(=O)CCc1c[nH]c2ccccc12)NCc1ccc(Cl)cc1	-7	-4	-5	5	-5	0	-2.2	-2.2	0.0	1.2
Cc1cc(NC(=O)Cn2cnc3sc(C)c(C)c3c2=O)no1	·	-1	·	·	·	·	0.7	-1.0	·	3.0

# Other compounds
SMILES	Tat transport	Wnt act	CAL PDZ FP-2	SR-BI DiI-HDL act	SR-BI DiI inh	MITF TRPM1 HTS	AddAB inh	Ecoli viability	CAL PDZ FP-1	phage Ecoli inh
C/C(=N\Nc1nc(N2CCOCC2)nc(N2CCOCC2)n1)c1cccc([N+](=O)[O-])c1	-8	-9	-4	-25	25	12	1.0	-0.4	-0.3	2.3
CC(=O)Nc1ccc(NC(=O)c2c(C)nc3ccccn23)cc1	-4	·	0	3	-3	7	5.2	1.6	-1.4	0.2
COc1ccnc(N=CNOCc2ccc(F)cc2Cl)c1C#N	-10	·	-1	13	-13	58	0.2	-0.7	-0.9	3.4
CN(CC(=O)NCC1CCCO1)S(=O)(=O)c1ccc(Br)cc1 (stereo not drawn)	0	0	-4	15	-15	12	-0.9	0.9	-1.3	2.8
C=CCN(c1ccccc1)S(=O)(=O)c1cccc(C(=O)NCC(c2ccc(F)cc2)N2CCOCC2)c1 (stereo not drawn)	2	1	-4	4	-4	-13	-4.4	-1.0	-2.6	-0.8
CC(=O)Nc1ccc(NC(=O)/C=C/c2cccc(C(F)(F)F)c2)cc1	-5	-3	-1	-11	11	13	5.6	0.2	0.0	1.7
CC1(C)CC(=O)C2=C(C1)N(CC1CCCO1)C(=O)C2(NC(=O)c1cccnc1)C(F)(F)F (stereo not drawn)	8	-1	-2	22	-22	-8	1.9	-0.9	-0.7	2.2
CCOC(=O)C(NC(C)=O)(OCc1ccc(F)cc1)C(F)(F)F (stereo not drawn)	0	-2	1	-10	10	2	2.9	0.2	-0.2	-0.4
O=C(COc1ccc2c3c(c(=O)oc2c1)CCC3)NCCCN1CCOCC1	0	1	-2	27	-27	4	4.0	-2.6	-1.5	4.5
C=CCn1c(=O)c2c3c(sc2n2c(Nc4ccccc4)nnc12)CCCC3	2	·	1	4	-4	8	2.7	0.6	-3.3	0.7
COCCNCc1ccccc1[N+](=O)[O-]	-8	3	1	-2	2	·	3.4	1.5	-0.8	0.2
COc1ccccc1/C=C/c1nc(S(=O)(=O)c2ccccc2)c(N2CCC(C(N)=O)CC2)o1	-1	-2	-3	15	-15	2	1.8	-1.0	-1.6	2.4
Cc1ccnc(NC(=O)/C=C/c2ccccc2[N+](=O)[O-])c1	·	-5	·	·	·	·	4.0	-0.8	·	2.9
Cc1csc(CN(C)C(=O)C2CCC(=O)N(Cc3ccc(Cl)cc3)C2)n1 (stereo not drawn)	0	0	-2	·	-16	17	0.1	-0.1	-2.2	5.5
CC(=O)/C=C1/C(=O)Nc2ccccc21	18	-1	0	9	-9	-28	4.1	1.9	-8.0	5.8
CC(C)CN(C(=O)COC(=O)Cc1n[nH]c(=O)c2ccccc12)C1CCS(=O)(=O)C1 (stereo not drawn)	-10	-3	0	8	-8	4	4.1	-0.2	-0.6	2.2
CCN1CCN(c2oc(-c3ccc(OC)cc3)nc2C#N)CC1	3	·	·	6	-6	-4	1.4	-0.8	-1.9	1.8
Cn1nc([N+](=O)[O-])nc1N1CCOCC1	4	3	1	5	-5	-6	2.7	1.4	-2.9	3.7
O=C(c1cccc(S(=O)(=O)N2CCCc3ccccc32)c1)N1CCN(c2ccccc2)CC1	15	-4	-3	-13	13	-2	-0.8	-0.5	-1.0	3.4
Cc1ccc(S(=O)(=O)CCC(=O)OCC(=O)NCc2ccc(Cl)cc2)cc1	4	-1	-3	1	-1	2	0.2	0.8	-1.2	4.0
COc1ccc(Nc2nc(-c3cccs3)nc3ccccc23)cc1S(=O)(=O)N1CCOCC1	10	0	-8	·	·	-7	-0.7	-0.9	-9.6	2.5
CCN(CC)CCCNC(=O)c1cc2nc(-c3ccccc3)cc(C(F)(F)F)n2n1	-3	-4	3	-14	14	·	1.3	-1.8	-0.2	3.6
Oc1cc2c(cc1CN1CCN(c3ncccn3)CC1)OCO2	2	-1	1	11	-11	2	-1.3	0.1	-2.1	0.3
O=C1C(c2ccc(F)cc2)N(C2CCCCC2)C(=O)CN1C1CCCC1 (stereo not drawn)	-5	·	-3	26	-26	0	1.4	-0.3	·	-0.2
COCC1CCCCN1C(=O)c1cccc(OC2CCN(C(=O)C3CC3)CC2)c1 (stereo not drawn)	1	5	-2	4	-4	-3	1.5	0.2	-3.8	-0.4
CCOCCCNC(=O)C(c1ccc(C)cc1)N(Cc1cccs1)C(=O)c1ccccn1 (stereo not drawn)	5	-1	5	5	-5	5	1.1	-1.6	-0.8	0.0
O=C(NN1C(=O)/C(=C/c2cccs2)SC1=S)c1cccnc1	·	1	·	·	·	·	1.5	0.7	·	5.3
CCS(=O)(=O)c1ccc(C(=O)Nc2cccc(Cl)c2)c(Cl)c1Cl	7	·	0	-30	30	5	4.8	2.3	-0.7	3.8
CN(CC(=O)Nc1ccc(F)cc1)C(=O)CN1C(=O)NC2(CCCCC2)C1=O	-8	0	1	15	-15	-2	-0.7	-0.5	-0.7	2.9
COc1ccc(S(=O)(=O)NCc2cccnc2)cc1Br	-4	-3	-2	3	-3	·	0.5	0.7	-0.3	1.2
CCCCC(=O)Nc1ccc(C(=O)NNC(=S)NC(=O)c2ccco2)cc1	0	-1	4	·	·	-1	-6.7	-6.7	-1.9	-3.1
COCCCNc1nc(N)c([N+](=O)[O-])c(NC2CCCCC2)n1	-3	6	-5	-18	18	16	-1.7	-2.7	-0.9	0.8
O=C(NC(NC(=S)Nc1ccccc1C(=O)O)C(Cl)(Cl)Cl)c1ccco1 (stereo not drawn)	0	-3	6	5	-5	-4	-1.4	-2.2	-1.1	2.3
O=C(NCc1ccccn1)c1nn(-c2ccccc2)c(=O)c2ccccc12	-6	0	-5	10	-10	1	-0.9	0.6	1.5	-2.2
Cc1c(-c2ccc(Cl)cc2)oc(=O)c2c(N)n(-c3ccccc3)nc12	13	21	1	18	-18	29	1.9	-0.2	-0.7	1.7
COc1ccc(OC)c(-c2nc3c(C)n[nH]c(=O)c3[nH]2)c1	3	-2	·	-22	22	·	-0.7	0.6	-2.9	3.0
CCOC(=O)Nc1cc(OC)c(OC)cc1Cc1nccc2cc(OC)c(OC)cc12	-6	5	-2	-7	7	-18	0.6	0.7	-0.7	0.8
Cn1c(SCC(=O)NNC(=O)Cc2ccccc2)nc2ccccc2c1=O	2	1	0	11	-11	-4	-0.2	1.1	-3.0	3.7
O=C(OC(C(=O)NCC1CCCO1)c1ccccn1)c1cccs1 (stereo not drawn)	0	-1	-4	-5	5	7	1.3	-1.8	-0.4	3.1
Cc1cccc(C2c3[nH]c4ccccc4c3CCN2C(=O)c2ccc(=O)[nH]c2)n1 (stereo not drawn)	0	-1	-6	2	-2	-15	0.5	2.0	-0.3	2.9
Cc1nn(C)c(Cl)c1S(=O)(=O)N1CCC(CO)(CCc2ccccc2)CC1	-1	0	-9	-3	3	8	0.6	1.4	-2.8	3.0
O=C(Nc1cccc(S(=O)(=O)N2CCOCC2)c1)C1CCCN(C(=O)c2ccc(Cl)cc2)C1 (stereo not drawn)	-3	-2	2	·	·	-5	1.0	-0.3	-3.7	1.4
Cc1cc(C)cc(NC(=O)N2CCNC(=O)C2CC(=O)Nc2cc(Cl)ccc2Cl)c1 (stereo not drawn)	7	-2	-5	-3	3	-9	-2.0	-1.3	-2.3	-3.4
Cc1ccc(S(=O)(=O)N2CCC(C(=O)Nc3ccc(S(=O)(=O)N4CCCC4)cc3)CC2)cc1	4	-6	-6	20	-20	-13	1.5	5.0	-0.7	7.5
COC(=O)COc1ccc2c(=O)c(Oc3ccccc3)c(C)oc2c1	-6	-2	2	13	-13	-4	-2.6	-3.0	-1.6	0.6
Cc1ccc(-c2nn(-c3ccccn3)c(=O)c3ccccc23)cc1C	0	0	-3	·	·	-7	0.4	-1.0	-3.1	1.7
O=C(N1CCCCCC1)N1CCN(S(=O)(=O)c2cccc([N+](=O)[O-])c2)CC1	-14	-3	-2	6	-6	-3	2.9	-0.2	-2.7	3.0

# Assay outcomes as filed in PubChem BioAssay.
